# CatL block – inhibitors of human cathepsin L | AID 460 | 0.17% of 58,000 active | inhibition, %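 (tested at 10 µM)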 | purified cathepsin L, fluorogenic substrate, fluorescence | P07711; in the data active = inhibition above about 45%;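 note: 0% = enzyme with no compound and 100% = no enzyme blank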
# Target sequence (P07711 114-288 limits assumed): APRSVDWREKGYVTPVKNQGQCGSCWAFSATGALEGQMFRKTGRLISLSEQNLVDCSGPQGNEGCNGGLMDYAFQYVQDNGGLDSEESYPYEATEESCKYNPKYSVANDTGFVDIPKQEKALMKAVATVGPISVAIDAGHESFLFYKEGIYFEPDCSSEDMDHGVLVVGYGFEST
# Target sequence (P07711 292-333 limits assumed): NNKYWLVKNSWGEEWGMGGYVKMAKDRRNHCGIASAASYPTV
# CatB inh – inhibitors of human cathepsin B; P07858; purified cathepsin B, fluorogenic substrate, fluorescence; inhibition, %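 (tested at 10 µM)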; 0.1% of 63,000 active; in the data active = inhibition above about 21%;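 note: 0% = enzyme with no compound and 100% = no enzyme blank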
# CatS block – inhibitors of human cathepsin S. P25774. recombinant cathepsin S, AMC dipeptide fluorescence, pooled mixtures. 0.06% of 62,000 active. inhibition, %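 (tested at 5 µM per compound within 10-compound mixtures)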; in the data active = inhibition above about 32%, passing the limit was not always enough;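 note: 0% = enzyme without compound and 100% = blank without enzyme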
# Target sequence (P25774 115-331 limits assumed): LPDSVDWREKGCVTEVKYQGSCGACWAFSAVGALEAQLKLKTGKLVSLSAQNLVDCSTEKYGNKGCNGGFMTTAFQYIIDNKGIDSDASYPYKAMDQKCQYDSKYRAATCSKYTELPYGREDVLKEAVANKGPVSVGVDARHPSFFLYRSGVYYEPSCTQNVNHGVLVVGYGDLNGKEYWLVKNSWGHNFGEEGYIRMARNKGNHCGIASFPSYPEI
# AP ELISA ortho – orthogonal test for alternative complement pathway inhibitors. Human serum alternative complement pathway, LPS-coated ELISA, C3 deposition; tested in compound mixtures. inhibition, % at 5 µM. 0.08% of 62,000 active;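 active = inhibition above 30% in each of the two pooled mixtures holding the compound, so the lower value exceeds 30%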;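 note: 0% = serum in Mg-EGTA without compound and 100% = EDTA serum blank; some compounds past the cut are filed as inactive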
#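 Test system: human serum complement alternative pathway, C3 deposition onto LPS / Medium: Mg2+-EGTA GVB++ buffer containing human serum at 1:15 dilution / Probe or stimulus: Plate-bound LPS / Times: 1 h at 37 °C / Signal: ELISA with HRP anti-human C3 antibody, TMB substrate, absorbance 450 nm / Measure: percent inhibition / Repeats: two pool placements per compound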
# CatB mixtures – inhibitors of human cathepsin B in compound mixtures | P07858 | AID 488 | Purified cathepsin B, AMC dipeptide fluorescence | inhibition, %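 (ten-compound pools at 5 µM per compound and 50 µM total)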 | 0.06% of 62,000 active; in the data active = inhibition above about 22%, passing the limit was not always enough;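 note: 0% = enzyme without compound and 100% = no enzyme blank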
# FXIa mix inh – blocks human factor XIa in pooled compound mixtures; P03951; purified FXIa, fluorogenic substrate; inhibition, % at 5 µM; 0.19% of 62,000 active; AID 680; in the data active = inhibition above about 20%, passing the limit was not always enough;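 note: each value is inhibition by a whole ten-compound pool holding the compound; 0% = enzyme with no mixture and 100% = wells lacking enzyme; strong numbers were not always called active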
# C1s inh – human complement C1s inhibition; P09871; purified C1s, fluorogenic AMC substrate, pooled mixtures; mean inhibition % of two 10-compound mixtures (active compounds read high), % at 5 µM (by protocol); 0.16% of 62,000 active; AID 538;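 active = inhibition above 20% in each of the two 10-compound mixture wells holding the compound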;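 note: 0% = enzyme wells lacking compound mixture and 100% = no-enzyme blank wells; some compounds called inactive have numbers as strong as hits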
# CatG inh – blocks human cathepsin G enzyme activity; purified enzyme, AMC-tetrapeptide fluorescence, pooled mixtures; 0.2% of 62,000 active; AID 581; P08311; inhibition, % at 5 µM (by protocol);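 active = inhibition above 20% in each of the two mixture wells holding the compound; inactive = inhibition of 20% or less in either well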;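 note: 0% = enzyme control without mixture and 100% = blank lacking enzyme; strong numbers were not always called active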
# Target sequence (P08311 21-244 limits assumed): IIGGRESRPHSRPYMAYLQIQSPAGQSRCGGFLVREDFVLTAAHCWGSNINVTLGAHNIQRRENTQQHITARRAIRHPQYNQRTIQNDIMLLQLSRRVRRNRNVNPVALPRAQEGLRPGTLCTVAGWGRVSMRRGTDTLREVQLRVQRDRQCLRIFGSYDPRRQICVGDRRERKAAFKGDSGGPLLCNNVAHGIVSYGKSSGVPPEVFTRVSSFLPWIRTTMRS
# Ec RNAP inh – blocks E. coli RNA polymerase transcription; P0A8V2; fluorescence transcription assay; inhibition, %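 (tested at 10 µM)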; 0.2% of 62,000 active; in the data active = inhibition above about 20%;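 note: 0% = enzyme without compound and 100% = no enzyme blank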
# An asterisk follows results filed as active; . = not tested or not shown.
SMILES,CatL block,CatB inh,CatS block,AP ELISA ortho,CatB mixtures,FXIa mix inh,C1s inh,CatG inh,Ec RNAP inh
O=C1C2C3C=CC(C3)C2C(=O)N1CCN1CCN(S(=O)(=O)c2ccc3ccccc3c2)CC1 (centres undefined),.,4,-2,21,2,4,5,8,-1
COc1ccccc1-c1cc(C(F)(F)F)nc(S(=O)(=O)CCCC(=O)N2CCCCC2C)n1 (centres undefined),-4,3,-3,3,0,-2,-46,-10,-7
CCOC(=O)c1cc(-c2ccccc2)sc1NC(=O)C(C)Sc1nnnn1C (centres undefined),4,8,12,1,6,5,2,-4,6
CC(=O)c1c(C)nc(-c2ccc3c(c2)OCO3)n1O,8,-3,2,-2,-5,2,-15,1,4
CCC(c1nnc(SCC(=O)Nc2ccc(C(=O)Nc3ccccc3OC)cc2)o1)N(C)C (centres undefined),15,3,-3,6,2,6,15,9,11
COc1ccc(-c2noc(C3CCCN(C(=O)CCc4ccccc4)C3)n2)cc1 (centres undefined),-3,-2,14,13,-1,6,-3,7,0
CC(c1ccccc1)N1CC(C(=O)NC2CCCC2)CC1=O (centres undefined),-2,3,-22,21,-1,-25,-127,-13,5
O=C1C(=O)N(CCOCCO)C(c2ccccn2)/C1=C(\O)c1ccccc1 (centres undefined),.,4,-18,18,-9,-15,-97,31,2
Cc1nnc(C)c2c(C)n(Cc3ccc4c(c3)OCO4)c(C)c12,7,5,10,-1,2,0,-14,-8,-11
NC(=O)C1CCN(C(=O)C2CCN(S(=O)(=O)c3ccccc3)CC2)CC1,4,-2,-2,-7,-6,-3,-37,-7,-3
C=CCOC(=O)C1=C(C)Nc2nnnn2C1c1cccc(OC)c1OC (centres undefined),4,6,-8,13,4,0,-15,7,-4
COc1ccc(OC)c(C2=Nn3c(nnc3-c3ccncc3)SC2)c1,-4,3,3,2,4,2,7,9,2
CCCCC(=O)Nc1sc2c(c1C(N)=O)CCC2,11,0,21,16,7,10,-27,-1,6
Cc1nc2sccn2c1-c1nc(-c2cc3ccccc3o2)cs1,-3,2,3,15,6,8,4,2,8
CCn1ccnc1C(O)c1cccc(OC)c1 (centres undefined),9,5,9,2,7,-2,-7,-8,-2
COc1ccc(C(=O)CSc2nnc(-c3ccccn3)n2Cc2ccco2)cc1,6,0,-5,16,1,4,14,9,6
CC(C)CC(OC(=O)c1ccco1)C(=O)NCC1CCCO1 (centres undefined),-15,1,-2,26,3,5,10,9,2
COC(=O)c1c(NC(=O)CC2NCCNC2=O)sc2c1CCCC2 (centres undefined),-11,4,-26,18,-8,-2,-3,7,7
Cc1ccc(C)c2[nH]c(=O)c(C(c3nnnn3Cc3ccco3)N3CCc4ccccc4C3)cc12 (centres undefined),11,4,7,-6,6,1,7,0,10
CCN1CCN(Cc2ccc(NC(=O)Nc3ccccc3Cl)cc2)CC1,0,-3,8,-8,-4,-1,5,0,6
COc1ccc(N2CCN(Cc3cc(=O)oc4cc(C)c(Cl)c(C)c34)CC2)cc1,-1,-4,-2,7,4,9,-5,0,4
CCOC(=O)CC(=O)CSc1ccc2nnc(-c3ccc(C)cc3)n2n1,-3,1,4,19,6,12,-5,9,3
COc1ccc(N2CCN(C(CNS(=O)(=O)c3cc(F)ccc3F)c3cccnc3)CC2)cc1 (centres undefined),9,2,8,-4,-5,-3,25,-5,2
Cc1cc(NC(=O)CS(=O)(=O)c2cn(Cc3cccc(F)c3)c3ccccc23)no1,-5,4,21,6,6,3,3,11,17
COc1ccc(C(=O)CSc2nnc(-c3cc(C)cc(C)c3)o2)cc1,6,1,-7,13,2,2,-3,9,4
Cn1c(C(=O)Nc2ccc3c(c2)OCO3)cc2c(=O)n(C)c3ccccc3c21,-7,-2,7,3,7,14,-1,0,4
Cc1nc(NCc2ccc3c(c2)OCO3)c2oc3ccccc3c2n1,-3,2,-5,5,4,1,3,-3,7
CC1=NOC2(C1)/C(=N/O)CCC/C2=N\O (centres undefined),1,-2,7,5,7,8,0,2,10
COc1ccc(CN(Cc2ccccn2)S(=O)(=O)c2ccc(-n3cnnn3)cc2)cc1,15,-8,1,2,-2,4,-6,-1,2
CCN(CC)S(=O)(=O)c1ccc2c(c1)c(=O)c(C(=O)NCCN(C)CCc1ccccc1)cn2C,-4,2,-5,13,1,1,13,4,-6
Cc1ccc(-c2nc3ncccn3c2Nc2ccc3c(c2)OCO3)o1,3,-1,-2,17,5,1,0,9,-1
CC(C)(C)c1[nH]nc2c1C(c1ccc(OC(=O)c3ccco3)cc1)C(C#N)=C(N)O2 (centres undefined),-4,-5,-6,9,-4,-5,-62,-10,8
COc1ccc(CCNC(=O)Cn2nnc(-c3cccc(OC)c3OC)n2)cc1OC,-3,1,11,2,6,14,3,0,8
Clc1ccc(Cn2ncc3c(N4CCCCC4)ncnc32)cc1,-4,0,9,0,11,6,-9,-9,.
O=C(OCCN1C(=O)c2ccccc2C1=O)c1cc2ccccc2o1,.,-1,2,7,-1,4,4,4,7
c1ccc(C(Cc2nc(-c3ccncc3)no2)c2ccccc2)cc1,-9,-3,1,-1,2,15,8,8,4
CCn1c(SCCOc2ccc(Cl)cc2)nnc1-c1cccs1,-3,-1,-9,23,-6,1,-9,0,-14
c1ccc2c(c1)ncn2CCC1CCCCC1,4,4,10,-6,0,-2,0,9,8
CCOC(=O)N1CCN(C(=O)CCCn2c(=O)[nH]c3ccccc3c2=O)CC1,19,3,3,0,-3,2,-15,-4,-1
O=C(CCCCCN1C(=O)CCC1=O)Nc1ncn[nH]1,3,5,14,-17,2,7,-7,-5,6
CCN(CCCNC(=O)Cn1ncc2c(=O)oc3ccccc3c21)c1cccc(C)c1,.,5,-3,45,1,8,12,7,4
CCOc1cccc2cc(C(=O)N3CCN(C/C=C/c4ccccc4)CC3)c(=O)oc12,9,3,6,-7,0,8,14,14,12
CCOc1ccc(N2C(=O)CC(NCCc3ccc(S(N)(=O)=O)cc3)C2=O)cc1 (centres undefined),17,0,15,-2,5,3,8,8,6
CCOc1cccc(C(=O)Nc2ccccc2N2CCN(C(=O)C(C)C)CC2)c1,12,7,10,2,3,5,-14,-3,7
COC(=O)c1ccc(NC(=O)CNC(=O)C2CCCCC2)cc1,14,6,4,7,1,5,3,6,9
CCOc1ncccc1C(=O)Nc1ccc(-c2cn3ccsc3n2)cc1,2,0,-1,-2,-2,-1,-18,3,7
O=C1c2ccc(Oc3ccc4c(c3)C(=O)N(CCCCO)C4=O)cc2C(=O)N1CCCCO,-1,-4,-4,20,-4,6,-4,-1,-1
O=C(Nc1ccc(F)cc1)N(CCCN1CCOCC1)Cc1cc2cc3c(cc2[nH]c1=O)OCO3,-25,-2,3,7,7,3,1,10,5
Cc1ccc(-c2csc(N)n2)s1,11,2,-2,-9,-3,1,-7,-1,5
CC(C)(C)n1nc2c(c1NC(=O)Cc1ccc(F)cc1)CSC2,21,4,-1,8,1,6,9,10,13
COCCOC(=O)c1c(C)oc2ccc(OC(=O)c3ccc4c(c3)OCO4)cc12,-2,-5,-6,9,2,5,3,0,4
CCCN(CCC)CCSc1nc(O)c(C(C)C)c(=O)[nH]1,1,4,-12,12,0,6,12,7,3
CCOC(=O)c1ccccc1NC(=O)CC1SC(=NC)N(C)C1=O (centres undefined),.,8,7,-3,2,0,-40,-8,3
CC1CCOC2(O1)C(=O)N(CN1CCN(c3ccccc3F)CC1)c1ccccc12 (centres undefined),7,3,-4,1,-1,1,6,8,3
O=C(CN1CCOc2ccccc21)NCc1cccs1,-5,3,-1,20,4,4,2,6,1
O=S(=O)(N1CCCCC1)N1CCN(S(=O)(=O)N2CCCCC2)CC1,8,6,-4,6,3,-1,-14,9,6
O=C(OCCO)c1cc(Cl)c(C(=O)OCCO)cc1Cl,-4,1,-6,10,1,8,1,26,.
CCOC(=O)CSc1nnc(CNC(=O)c2ccc(S(=O)(=O)N3CCCC3)cc2)n1C,2,0,-3,12,5,2,3,-8,3
O=C(CSc1ccc2nnc(-c3ccccn3)n2n1)NCc1ccc2c(c1)OCO2,.,5,40,1,2,-4,-2,8,5
COc1ccccc1CNC(=O)CC(NS(=O)(=O)c1ccc(C)cc1)c1ccco1 (centres undefined),15,-2,6,13,7,8,6,2,1

# Next section
SMILES,CatL block,CatB inh,CatS block,AP ELISA ortho,CatB mixtures,FXIa mix inh,C1s inh,CatG inh,Ec RNAP inh
CN(C)S(=O)(=O)c1cccc(COC(=O)C2=COCCO2)c1,-2,3,16,-8,4,6,11,12,10
ON1C2CCCCC2N(O)C1c1c(F)c(F)c(F)c(F)c1F (centres undefined),-2,-1,-32,12,8,2,-1,3,10
CN(C)S(=O)(=O)Nc1ccc2c(c1)Cc1ccccc1-2,5,2,9,2,-2,-16,-17,8,3
CCOC(=O)C1CCCN(c2nc(C)nc3c2oc2ccccc23)C1 (centres undefined),.,-1,6,9,0,16,7,27,4
COc1ccc2c(c1OC)C(=O)N1c3cccc(Cl)c3C(=O)OC21 (centres undefined),5,8,10,-2,4,6,-24,5,6
CCOC(=O)c1sc(NC(=O)CCN2CCOCC2)c(C(=O)OCC)c1C,3,-2,-3,-2,-2,7,3,-5,0
COc1cc(OC)cc(-n2nnnc2SCC(=O)N2CCCC2)c1,13,9,8,4,6,-1,15,10,8
CC(C)(CC(=O)N1CCN(c2ccc(Cl)cc2)CC1)CC1=NS(=O)(=O)c2ccccc2N1,6,3,7,7,0,10,2,-1,-3
N#Cc1c(N)nc2c(c1-c1cccc(O)c1)CCCCCC2,-4,0,-3,15,8,7,19,11,4
O=C(CCC(=O)OCCCC(F)(F)C(F)(F)F)NC1CCCCC1,5,3,14,1,3,3,8,13,11
CCc1ccc2[nH]c(=O)c(C(c3nnnn3Cc3ccccc3)N3CCOCC3)cc2c1 (centres undefined),.,0,5,10,7,11,-1,0,7
CN(C(=O)OCc1ccccc1)C(CC(N)=O)C(=O)O (centres undefined),19,-4,11,11,-4,-5,-4,4,3
CN(C)c1ccc(NC(=O)CSc2nc3c(c(=O)[nH]2)CCCC3)cc1,.,3,-5,7,-3,7,-38,-11,-8
CN(C#N)c1nc(N2CCOCC2)nc(N2CCOCC2)n1,7,-4,25,11,1,0,-6,5,-5
CC(C1CC1)N(C(=O)c1ccccc1O)c1ccccc1 (centres undefined),5,2,-6,-4,4,6,-5,-8,.
O=C(NCCc1ccccc1)C1CCCN(S(=O)(=O)c2cccs2)C1 (centres undefined),10,1,-2,8,8,10,5,-3,5
Cn1c(Cn2cnc3ccccc32)nnc1SCC(=O)CC(=O)Nc1ccccc1,16,1,5,-10,1,1,12,13,10
COc1c(F)c(F)c(C(=O)Nc2cccc(Cl)c2N2CCOCC2)c(F)c1F,11,8,8,1,0,-4,-9,5,2
CC(C)C(OC(=O)c1ccco1)C(=O)NCc1ccco1 (centres undefined),17,4,9,10,3,2,16,14,11
Nc1c(-c2ccccc2)n[nH]c1-c1ccccc1,-8,1,-5,18,4,1,40,14,3
CS(=O)(=O)c1ccc2nc(NC(=O)CCC(=O)c3cccs3)sc2c1,4,0,9,15,-3,3,-4,5,-1

# Single records, as listed above. Order of screens: CatL block	CatB inh	CatS block	AP ELISA ortho	CatB mixtures	FXIa mix inh	C1s inh	CatG inh	Ec RNAP inh
# CN(C#N)c1nc(N2CCOCC2)nc(N2CCOCC2)n1 reads 7	-4	25	11	1	0	-6	5	-5
# O=C(NCCc1ccccc1)C1CCCN(S(=O)(=O)c2cccs2)C1 (centres undefined) reads 10	1	-2	8	8	10	5	-3	5
# ON1C2CCCCC2N(O)C1c1c(F)c(F)c(F)c(F)c1F (centres undefined) reads -2	-1	-32	12	8	2	-1	3	10

# Assay outcomes as filed in PubChem BioAssay.

# Only part of the results is shown (hit frequency here may not be typical).
